High-throughput results deposited in PubChem BioAssay by National Center for Advancing Translational Sciences (NCATS).
Tb PFK inh = qHTS Assay to Find Inhibitors of T. brucei phosphofructokinase. Potency, µM (doses to about 57.5 µM), for the others: top-dose activity, negative = inhibition, most hits filed as inhibitors. T. brucei PFK, ADP-Glo luminescence. AID 485367, 2010. 330,000 compounds, 0.17% hits;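 further: potency means the concentration at half of the fitted maximal effect; 0% = uninhibited 1x PFK enzyme wells and -100% = no-enzyme wells; nearly all actives have a fitted effect of over 60% in size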
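PFK 1.25 nM, F6P 0.5 mM, ATP 0.1 mM, 0.1 M TEA pH 8.0, 5 mM MgCl2, 0.01% Tween20, 0.1% BSA; 45 min RT. ADP-Glo readout. qHTS titration up to 57 uM; curves fitted, compounds curve-classed.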
p53 reactivation = qHTS assay for re-activators of p53 using a Luc reporter | H1299 p53-A138V BP100-luciferase reporter, luminescence, 24 h | Potency, µM (highest dose often 92.2 µM), for inactives: top-dose activity change, positive = activation, hits mostly activators | 320,000 compounds, 0.063% hits; further: potency means the concentration at half of the fitted maximal effect; % of control where 0% means no effect; nearly all actives have a fitted effect of over 45% in size
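H1299 (p53-null), stable ts p53-A138V + BP100-Luc; 1000 cells/well, Opti-MEM/10% FBS; cpd 4 pt, 1:5; 24 h, 37 deg C, 5% CO2; detection reagent 10 min RT; luminescence.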
NPC1 promoter act = qHTS Assay for NPC1 Promoter Activators; Potency, µM (top dose mostly 9.22 µM), inactives show at the highest dose activation, hits mostly activators; Huh7 NPC1 promoter luciferase reporter, 24 h; 320,000 compounds, 2.4% hits; AID 485313, 2010;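 further: potency means the concentration at half of the fitted maximal effect; % of control where 0% means no effect; nearly all actives have a fitted effect of over 60% in size; reporter is driven by a mutant NPC1 promoter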
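Quantitative HTS used a cell-based reporter: Huh7 cells stably bearing the NPC1 promoter upstream of luciferase were treated with compounds for 24 h, and promoter activation was read as luminescence.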
Rab9 promoter act = qHTS Assay for Rab9 Promoter Activators | Huh7 Rab9 promoter-luciferase reporter, luminescence, 24 h | Potency, µM (series often up to 9.22 µM), inactives show at the highest dose activation, negative = inhibition, hits mostly activators | 320,000 compounds, 2.8% hits; further: potency means the concentration at half of the fitted maximal effect; % of control where 0% means no effect; nearly all actives have a fitted effect of over 60% in size
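Huh7 cells stably carrying a Rab9 promoter-luciferase reporter, 1500 cells per well in OP-MEM I with 10% FBS, treated with compound 24 hours at 37C. Luciferase activity read by luminescence after 10 minutes with Amplite reagent.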
FLuc modulator = qHTS profiling assay for firefly luciferase inhibitor/activator using purifed enzyme and Km concentrations of substrates (counterscreen for miR-21 project); AID 588342, 2011; 360,000 compounds, 6.9% hits; Luciferin 4-monooxygenase (Photinus pyralis), P08659; purified FLuc, Km substrates, luminescence inhibition; Potency, µM (titrated, usually from 57.5 µM), for the others: top-dose activity change, negative = inhibition, most hits filed as inhibitors;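 further: potency means the concentration at half of the fitted maximal effect; plate controls were vehicle for no effect and reference inhibitor for full effect; nearly all actives have a fitted effect of over 55% in size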
Target sequence (P08659 whole entry, looked up): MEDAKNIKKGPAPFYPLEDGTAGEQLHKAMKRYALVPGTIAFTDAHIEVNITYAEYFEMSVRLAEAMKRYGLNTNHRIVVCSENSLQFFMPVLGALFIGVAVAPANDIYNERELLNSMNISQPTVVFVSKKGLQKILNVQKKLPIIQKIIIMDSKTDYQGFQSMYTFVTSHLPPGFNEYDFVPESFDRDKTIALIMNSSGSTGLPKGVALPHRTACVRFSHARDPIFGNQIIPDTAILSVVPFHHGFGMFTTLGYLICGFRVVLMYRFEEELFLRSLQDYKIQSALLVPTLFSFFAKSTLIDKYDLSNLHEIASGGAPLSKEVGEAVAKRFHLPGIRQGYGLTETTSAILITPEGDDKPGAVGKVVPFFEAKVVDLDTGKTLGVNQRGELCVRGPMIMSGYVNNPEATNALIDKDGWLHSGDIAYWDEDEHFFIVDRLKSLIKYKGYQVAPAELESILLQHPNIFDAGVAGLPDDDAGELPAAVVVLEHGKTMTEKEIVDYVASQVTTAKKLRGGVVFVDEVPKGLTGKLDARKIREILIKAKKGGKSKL
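Purified P. pyralis luciferase, 10 nM final, with Km-level 10 uM D-luciferin and 10 uM ATP in 50 mM Tris acetate pH 7.5, 10 mM Mg acetate, 0.01% Tween-20, 0.05% BSA; 6-point qHTS titration about 60 µM downward; luminescence read.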
RORgamma inh = qHTS for inhibitors of ROR gamma transcriptional activity; AID 2551, 2010; Drosophila S2 Gal4-RORgamma UAS-luciferase reporter, 20 h; 310,000 compounds, 5.4% hits; Potency, µM (top dose mostly 53.6 µM), without a hit: at the top dose activity change, negative = inhibition, actives largely listed as inhibitors; Nuclear receptor ROR-gamma (Mus musculus), P51450; further: potency means the concentration at half of the fitted maximal effect; on the % scale 0 is the no-effect control and ±100 the full control effect; nearly all actives have a fitted effect of over 60% in size
Target sequence (P51450 whole entry, looked up, the tested form may be a part): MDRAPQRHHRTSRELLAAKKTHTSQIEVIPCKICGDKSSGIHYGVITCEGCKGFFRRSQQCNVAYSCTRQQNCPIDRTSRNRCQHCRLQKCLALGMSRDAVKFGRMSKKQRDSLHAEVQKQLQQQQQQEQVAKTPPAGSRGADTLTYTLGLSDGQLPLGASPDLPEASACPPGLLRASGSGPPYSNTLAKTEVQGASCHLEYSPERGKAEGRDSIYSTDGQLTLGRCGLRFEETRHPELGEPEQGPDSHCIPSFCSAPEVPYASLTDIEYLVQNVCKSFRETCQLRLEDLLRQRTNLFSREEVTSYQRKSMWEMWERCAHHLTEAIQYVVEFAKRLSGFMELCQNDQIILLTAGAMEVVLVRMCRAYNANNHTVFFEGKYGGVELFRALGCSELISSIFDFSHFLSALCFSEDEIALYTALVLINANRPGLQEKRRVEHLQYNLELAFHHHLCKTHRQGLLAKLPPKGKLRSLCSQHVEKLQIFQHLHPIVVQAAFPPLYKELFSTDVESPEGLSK
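Luminescence from a UAS-regulated Photinus luciferase reporter in stably transfected Drosophila Schneider cells is measured; decreased signal marks ROR gamma inhibition. Fusion expression is induced by 700 uM copper sulfate for 20 hr.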
ELG1 genotoxic = qHTS screen for small molecules that induce genotoxicity in human embryonic kidney (HEK293T) cells expressing luciferase-tagged ELG1 | HEK293T ELG1-luciferase reporter, luminescence, 16 h | Potency, µM (series often up to 46 µM), for the others: top-dose activity change, positive = activation, usual class: activators | 330,000 compounds, 1.3% hits | AID 504466, 2011; further: potency means the concentration at half of the fitted maximal effect; % of control where 0% means no effect; nearly all actives have a fitted effect of over 60% in size
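Quantitative HTS format in 1536-well plates. HEK293T ELG1-luciferase reporter cells receive test compound and are incubated 16 hr at 37 °C, 5% CO2; ONE-Glo added, 30 min room temperature, then luminescence read.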
TRPV1 agonist = HTS Assay for Compounds that Act as Agonists of the Vanilloid Receptor 1 | TRPV1-expressing cells, Fluo-8 calcium influx, agonist mode | activation, % at 8.33 µM | 320,000 compounds, 0.19% hits | AID 540275, 2011; in the data active means activation above about 80%; inconclusive means between about 30% and that limit; further: 0% is about no effect
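Fluo-8 calcium influx in TRPV1-expressing cells, kinetic read (ex 480/em 520 nm). Compound added and read 3 min for agonist activity, followed by capsaicin at EC20 final and 2 min further read for enhancement.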
ELG1 DNA repair = qHTS screen for small molecules that inhibit ELG1-dependent DNA repair in human embryonic kidney (HEK293T) cells expressing luciferase-tagged ELG1; HEK293T ELG1-luciferase reporter, luminescence, 16 h; DNA damage induced by 5-fluorouridine; Potency, µM (top dose mostly 46.1 µM), for the others: top-dose activity change, negative = inhibition, actives largely listed as inhibitors; 330,000 compounds, 2.3% hits; further: potency means the concentration at half of the fitted maximal effect; on the % scale 0 is the no-effect control and ±100 the full control effect; nearly all actives have a fitted effect of over 55% in size
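Reporter activity after DNA damage by 5-fluorouridine is monitored. Compound-treated cells incubate 16 hr at 37 °C, then ONE-Glo is added for 30 min before luminescence reading.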
VP16 counter = VP16 counterscreen qHTS for inhibitors of ROR gamma transcriptional activity; Drosophila S2 Gal4-VP16 UAS-luciferase, luminescence, 20 h; 310,000 compounds, 3.5% hits; AID 2546, 2010; Potency, µM (top dose mostly 53.6 µM), inactives show at the highest dose activity, negative = inhibition, hits mostly inhibitors;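 further: Gal4-VP16 expression switched on by copper sulfate through the metallothionein promoter; potency means the concentration at half of the fitted maximal effect; on the % scale 0 is the no-effect control and ±100 the full control effect; nearly all actives have a fitted effect of over 50% in size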
BRCA1 expr up = qHTS Assay to Identify Small Molecule Activators of BRCA1 Expression | Potency, µM (series often up to 46.1 µM), inactives show top-dose activation, hits mostly activators | 380,000 compounds, 1.1% hits | MCF7-BRCA1-FFLuc reporter, luminescence, 48 h; response scale: scaled: vehicle 0%, 10 µM genistein 100%; further: potency means the concentration at half of the fitted maximal effect; nearly all actives have a fitted effect of over 80% in size; some results filed as inactive show a strong effect at the top dose
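Luminescence from a BRCA1-driven firefly luciferase in MCF7 cells was the read-out, taken 15 min after substrate addition following 48 h compound exposure at 37 °C. Data were normalized to a 10 microM genistein control and DMSO vehicle.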
* = called active by the depositor; u = inconclusive; x = no result given; [ ] = another dose, or the depositor's remark. Unless noted, the call rests on the fitted dose curve; in most records, active means well fitted curve in the direction sought with a large enough effect; inconclusive means small, poorly fitted or top-dose-only effect, or another doubt; inactive means no such curve, though single readings can be large; an effect the other way counts as inactive or inconclusive.

item	molecule	Tb PFK inh	p53 reactivation	NPC1 promoter act	Rab9 promoter act	FLuc modulator	RORgamma inh	ELG1 genotoxic	TRPV1 agonist	ELG1 DNA repair	VP16 counter	BRCA1 expr up
1	CCCCN1C(=O)/C(=C2/Sc3ccc(Cl)cc3N2CC)SC1=S	1%	7%	-1%	1%	-1%	1%	-4%	-2	1%	-4%	x
2	CCOC(=O)/C(C(N)=NCCO)=C(/O)c1ccccc1	-1%	-1%	-1%	-2%	3%	-2%	1%	-6	0%	-7%	-10%
3	CC(C)(C)C1(C)OC(=O)C(=Cc2ccc(OCC(=O)Nc3ccccc3)cc2)C(=O)O1 (configuration not stated)	-5%	u	0%	-1%	u	-6%	u	14	u	7%	-13%
4	COc1ccc(CN(C(=O)CSc2nnc(-c3ccccc3C)o2)c2ccc(F)cc2)cc1	-2%	-24%	-2%	1%	-1%	31%	-6%	u	u	14%	-29%
5	C=C(C)Cn1c(CCCNC(=O)C(C)(C)C)nc2ccccc21	-6%	-1%	1%	0%	-4%	u	-5%	2	-25%	-28%	0%
6	O=C(CCCn1cnc([N+](=O)[O-])n1)Nc1cccc(O)c1	3%	3%	-7%	-3%	-2%	-9%	1%	-3	12%	0%	-12%
7	O=C(C[n+]1cccc(C(=O)Nc2ccccc2)c1)c1ccc([N+](=O)[O-])cc1	-5%	3%	7%	8%	-15%	-5%	3%	0	-8%	11%	0%
8	COc1ccc(OCC(=O)Nc2c(C(=O)N3CCC(N4CCCCC4)CC3)oc3ccccc23)cc1	3%	-1%	-4%	-12%	0%	-1%	1%[9.26 µM]	2	u	-7%	1%
9	CC(C)Cc1cc(CNC(=O)C2CCC(=O)N(CCc3cccc(F)c3)C2)on1 (configuration not stated)	0%	u	0%	0%	1%	14%	1%	1	9%	-6%	-1%
10	CN(c1ccc(OCC(=O)N2CCCC2)cc1)S(=O)(=O)c1ccc(Cl)cc1	-23%	4%	-2%	0%	0%	x	-1%	6	0%	x	25%
11	COCCN(C(=O)c1ccco1)c1nc(-c2ccccc2)cs1	1%	x	22%	24%	-19%	34%	3%	11	20%	0%	-7%
12	COc1ccc(CCn2c(C)cc(C(=O)CN3C(=O)C(=O)N(Cc4ccco4)C3=O)c2C)cc1	0%	6%	-16%	-18%	-10%	x	1%	0	-23%	x	-51%
13	CCc1nnc2n1N=C(c1ccc(OC)cc1)CS2	-6%	-5%	-6%	-3%	4%	-7%	u	3	u	6%	-85%[inhibitor]
14	CCOC(=O)c1cccc(NC(=O)CCc2ccccc2)c1	4%	19%	17%	26%	u	13%	-3%	3	u	4%	u
15	COc1ccc2[nH]c(=O)c(CN(Cc3cccs3)C(=S)Nc3cccc(C)c3)cc2c1	3%	5%	-8%	-8%	0%	-5%	-3%	-2	5.8µM*	-10%	-49%
16	Cc1nnc(SCC(=O)Nc2ccc3c(c2)OCO3)n(N)c1=O	1%	2%	2%	5%	2%	2%	-4%	0	-7%	-3%	-4%
17	Cc1cc(NC(=O)c2cc([N+](=O)[O-])ccc2Cl)no1	-2%	12%	-1%	-10%	6%	14%	-3%	1	6%	-2%	-20%
18	CCOc1cc(N2CCOCC2)c(OCC)cc1NC(=O)COc1ncnc2ccc(Br)cc12	3%	1%	2%	-1%	-1%	-4%	11%	1	2%	-3%	-25%
19	Cc1ccc(S(=O)(=O)Nc2cc(Cl)c(O)cc2C)cc1	0%	-8%	1%	6%	2%	u	-9%	-1	-12%	-20%	-55%
20	Cc1ccc(-c2nnn(CC(=O)NCCC3=CCCCC3)n2)cc1	6%	2%	0%	-7%	4%	33%	8%	2	5%	10%	-5%
21	COc1ccc(CCNC(=O)c2ccc(Cl)nc2)cc1	5%	5%	1%	0%	-2%	28%	-2%	15	4%	5%	-1%
22	CC(C)CC(=O)Nc1cccc(-c2csc(-c3ccccc3)n2)c1	0%	u	0%	15%	u	-10%	-2%	x	u	3%	-35%
23	CCOC(=O)c1cc(OC(=O)c2cccs2)n(-c2ccccc2)n1	-2%	-2%	-2%	-3%	-9%	u	-6%	7	2%	-3%	-9%
24	CCOc1ccc(S(=O)(=O)N(C)c2ccc(OCC(=O)NCc3ccc(C(=O)OC)cc3)cc2)cc1	-4%	-2%	0%	0%	-3%	30%	-7%	6	u	-6%	-21%

One compound at a time, as listed above.
Results for Cc1cc(NC(=O)c2cc([N+](=O)[O-])ccc2Cl)no1 = Tb PFK inh: -2%; p53 reactivation: 12%; NPC1 promoter act: -1%; Rab9 promoter act: -10%; FLuc modulator: 6%; RORgamma inh: 14%; ELG1 genotoxic: -3%; TRPV1 agonist: 1; ELG1 DNA repair: 6%; VP16 counter: -2%; BRCA1 expr up: -20%
Results for Cc1nnc(SCC(=O)Nc2ccc3c(c2)OCO3)n(N)c1=O = Tb PFK inh: 1%; p53 reactivation: 2%; NPC1 promoter act: 2%; Rab9 promoter act: 5%; FLuc modulator: 2%; RORgamma inh: 2%; ELG1 genotoxic: -4%; TRPV1 agonist: 0; ELG1 DNA repair: -7%; VP16 counter: -3%; BRCA1 expr up: -4%

Next entries:
item	molecule	Tb PFK inh	p53 reactivation	NPC1 promoter act	Rab9 promoter act	FLuc modulator	RORgamma inh	ELG1 genotoxic	TRPV1 agonist	ELG1 DNA repair	VP16 counter	BRCA1 expr up
25	CC(=O)Nc1ccc(C(=O)N/N=C/c2ccc(F)cc2)cc1	-3%	2%	-1%	0%	-13%	-8%	4%	7	0%	1%	22%
26	N#Cc1ccc(S(=O)(=O)N2CCCN(c3ccc(C(F)(F)F)cn3)CC2)cc1	-20%	0%	6%	1%	0%	u	-2%	81*	u	-14%	0%
27	CCCn1c(=N)c(C#N)cc2c(=O)n3cccc(C)c3nc21	1%	2%	-3%	-2%	0%	-28%	-2%	0	7%	-8%	x
28	CC(C)Sc1nc2ccc(N3C(=O)C4CCCCC4C3=O)cc2s1 (configuration not stated)	1%	u	29%	u	u	22%	15%	u	u	u	106%
29	Cc1ccc(NC(=O)CSc2nc(O)cc(=O)n2-c2ccc(C)cc2)cc1	2%	17%	2%	3%	0%	16%	0%	5	u	-3%	-4%
30	Cc1cc(C2C(=O)c3ccccc3C2=O)c(C)c(C)c1C	-4%	-1%	-1%	-2%	1%	28%	-1%	1	-17%	-1%	-10%
31	O=C(CCn1nnc2ccccc21)Nc1nnc(Cc2ccccc2)s1	-7%	-5%	-1%	-9%	-8%	u	-1%	16	-14%	-12%	-5%
32	CC(C)=C1C(=O)NN(c2cccc(Cl)c2)C1=O	-1%	-8%	-4%	2%	-1%	11%	2%	1	2%	2%	-28%
33	Cc1cc(NC(=S)N(Cc2ccc(Br)cc2)Cc2ccc(C(=O)O)cc2)ccc1Cl	-1%	-4%	-13%	-2%	u	u	-5%	10	-7%	-18%	-1%
34	CC(C)NS(=O)(=O)c1ccc(OCC(=O)NCc2cccnc2)cc1	-4%	-1%	-2%	6%	-2%	13%	0%	0	14%	-3%	9%
35	O=C(Nc1nc(N2C(=O)c3ccccc3C2=O)n(-c2ccccc2)n1)c1ccccc1	-4%	u	8%	10%	-8%	-42%	-3%	-3	u	5%	1%
36	Cc1ccc(CNc2ncnc(N)c2[N+](=O)[O-])cc1	-5%	-3%	u	17%	1%	-19%	4%	-2	u	-15%	58%

As entered above:
cpd 29 | Rab9 promoter act = 3%
cpd 26 | BRCA1 expr up = 0%
cpd 27 | Rab9 promoter act = -2%

Some of these compounds in order of the RORgamma inh value, lowest first.
#	SMILES	RORgamma inh
35	O=C(Nc1nc(N2C(=O)c3ccccc3C2=O)n(-c2ccccc2)n1)c1ccccc1	-42%
32	CC(C)=C1C(=O)NN(c2cccc(Cl)c2)C1=O	11%
34	CC(C)NS(=O)(=O)c1ccc(OCC(=O)NCc2cccnc2)cc1	13%

No enrichment for hits; 15% or so of the library scored in one or more.
